Compound activity deposited in PubChem by several laboratories.
MC4R antag cAMP: antagonists of human melanocortin 4 receptor (MC4R); AID 540295; P32245; inhibition, % at 6.5 µM; MC4R-expressing cells, MTII-stimulated cAMP, LANCE TR-FRET; hit rate 0.48% among 360,000;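 active = inhibition above its plate's cutoff, the mean of tested wells on that plate plus 3 SD, cut at about 29% in these data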;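 also: 0% = Melanotan II alone and 100% = Melanotan II plus saturating MCL0020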
Target sequence (P32245 whole entry, looked up): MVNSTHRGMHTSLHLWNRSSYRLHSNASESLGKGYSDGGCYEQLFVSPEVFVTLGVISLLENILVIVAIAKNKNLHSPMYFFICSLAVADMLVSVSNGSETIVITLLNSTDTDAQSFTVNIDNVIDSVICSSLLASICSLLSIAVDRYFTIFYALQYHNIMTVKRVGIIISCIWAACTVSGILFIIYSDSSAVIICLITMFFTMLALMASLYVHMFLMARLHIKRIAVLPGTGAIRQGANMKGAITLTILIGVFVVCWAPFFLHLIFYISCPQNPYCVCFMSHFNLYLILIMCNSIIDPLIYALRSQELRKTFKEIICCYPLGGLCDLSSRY
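Assay system: human MC4R-expressing U2OS cells; reagent: Melanotan II stimulation of cells; dosing: 6.5 µM single dose; timing: compound 30 min, challenge 1 h, detection 1 h; signal: TR-FRET cAMP assay; replicates: one well per compound, no replicates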
Cardio protect: modulators protecting cardiomyocytes from myocardial damage. H9c2 cardiomyocytes, H2O2 injury protection, ATPLite, 2 h. hit rate 0.63% among 360,000. protection from H2O2 cell death, % at 20 µM;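 active = compounds giving at least 50% protection of heart cells from peroxide-induced death in the single-dose screen, raw or plate-pattern-corrected value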;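 also: 0% = DMSO wells with peroxide and 100% = DMSO wells without peroxide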
ABCB6 inh MLPCN: human ABCB6 transporter inhibition | K562-ABCB6 porphyrin accumulation, flow cytometry, 1 h; hits give low values | AID 602162 | fluorescence ratio to DMSO, % at 10 µM | hit rate 0.19% among 360,000 | Q9NP58;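 active = fluorescence ratio to DMSO below 75%, the collection mean minus 3 SD; inconclusive = too few cells collected in the well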;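 also: signal is porphyrin accumulated inside mitochondria; 100% equals median channel fluorescence of DMSO control wells; lower ratio means ABCB6 inhibition with less porphyrin fluorescence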
MC4R barr agon: activates human MC4R beta-arrestin recruitment | U2OS MC4R beta-arrestin complementation, luminescence; percent of melanotan II response, DMSO zero | activation, % at 8.9 µM | hit rate 0.98% among 360,000;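 active = activation above a per-plate cutoff, the mean activation of sample wells on that plate plus 3 SD, cut at about 8% in these data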
CaV13 FRET inh: Disruptors of the CACNA1D IQ motif to Ca2+-dependent inactivation inhibitor domain association, primary screening, Förster resonance energy transfer in intact living … | HEK cells, CFP/YFP FRET ICDI-IQ, plate reader, 10 min; percent FRET-ratio fall versus neutral wells | hit rate 0.098% among 340,000 | inhibition, % at 12.3 µM;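 active = mean replicate inhibition of at least 30% and at least 1% of replicates passing that level; inconclusive = only one of the two criteria is met; inactive = neither criterion is met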;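 also: 0% = median of the neutral control wells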
PDI turbidity: blocks human protein disulfide isomerase activity; inhibition, % at 10 µM; PDI insulin aggregation turbidity, A650, 90 min; hit rate 0.052% among 350,000; P07237;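 active = mean inhibition across replicates of 30% or more, whatever share of single replicates reach that level; inconclusive = mean inhibition below 30% while every single replicate reaches 30%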;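 also: absorbance from insulin aggregation driven by PDI reduction with DTT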
Target sequence (P07237 whole entry, looked up): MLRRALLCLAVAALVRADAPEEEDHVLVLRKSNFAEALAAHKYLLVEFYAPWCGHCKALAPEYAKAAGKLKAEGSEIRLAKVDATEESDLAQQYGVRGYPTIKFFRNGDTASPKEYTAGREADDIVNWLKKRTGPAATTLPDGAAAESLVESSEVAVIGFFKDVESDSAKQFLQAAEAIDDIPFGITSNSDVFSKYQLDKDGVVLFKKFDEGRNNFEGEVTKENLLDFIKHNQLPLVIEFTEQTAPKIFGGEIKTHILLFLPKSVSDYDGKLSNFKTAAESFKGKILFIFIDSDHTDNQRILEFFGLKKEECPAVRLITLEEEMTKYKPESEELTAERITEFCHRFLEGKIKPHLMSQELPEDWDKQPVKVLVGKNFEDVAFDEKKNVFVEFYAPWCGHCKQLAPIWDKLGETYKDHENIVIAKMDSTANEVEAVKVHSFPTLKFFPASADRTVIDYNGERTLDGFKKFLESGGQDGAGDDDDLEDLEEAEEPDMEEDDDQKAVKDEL
ABHD5-PLIN5 inh: ABHD5-PLIN5 protein interaction inhibition; Q00G26+Q8WTS1; Split G. princeps luciferase complementation, luminescence, 4 h; inhibition, % at 4 µM; hit rate 0.78% among 360,000;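 active = inhibition above the mean inhibition across every tested compound plus 3 SD, cut at about 22% in these data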;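 also: 0% = DMSO only wells and the 100% control is not disclosed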
m5-HT2A agonist: activates the mouse 5-HT2A serotonin receptor; activation, % at 7.6 µM; P35363; CHO-K1 mHTR2A beta-arrestin complementation, luminescence; percent of 30 µM serotonin response; hit rate 0.66% among 360,000;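 active = activation above a run cutoff, the mean activation of all tested compounds plus 3 SD, cut at about 14% in these data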;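 also: 0% = plate median of compound wells and 100% = 30 µM serotonin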
Granule exo inh: blocks lytic granule exocytosis; TALL-104 LAMP-1 surface exposure, flow cytometry; cells stimulated with thapsigargin and PMA; inhibition, % at 10 µM; hit rate 0.66% among 360,000; AID 651702;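 active = inhibition above about 55%, limit read from the data; inconclusive = no clear call, values can overlap the other calls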
Glyco luc inh: N-linked glycosylation inhibition | D54 ERlucT glycosylation luciferase reporter, 24 h; percent of 100 nM tunicamycin response | reporter increase, % at 12.5 µM | hit rate 0.23% among 360,000;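 active = mean luciferase reporter signal, scaled so untreated is 0 and the glycosylation-blocking control 100, at or above a set limit in every replicate; inconclusive = mean reaches the limit but not every replicate does; inactive = mean below the limit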;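 also: luciferase carries N-glycosylation sites so blocking glycosylation raises the light; 0% = median of neutral control wells and 100% = median of 100 nM tunicamycin wells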
* hit, by the source's call; ? = inconclusive; . = not tested or not shown.

#	SMILES	Cardio protect	Glyco luc inh	m5-HT2A agonist	CaV13 FRET inh	ABHD5-PLIN5 inh	ABCB6 inh MLPCN	Granule exo inh	MC4R barr agon	PDI turbidity	MC4R antag cAMP
1	CC(C)(C)NC(=O)NC(=O)C[n+]1ccc(Cc2ccc([N+](=O)[O-])cc2)cc1	0	8	3	-19	2	97	-2	-1.2	2	4
2	COC(C[C@H]1O[C@H]1[C@H](O)[C@H](C)OCc1ccccc1)OC	13	3	2	-10	1	94	-3	-1.4	-3	2
3	Cc1ccc(NC(=O)c2cc(-c3ccc(C)o3)nc3ccccc23)nc1	10	3	-3	.	29*	105	71*	-0.5	3	13
4	COc1cccc(C(=O)Oc2cc(-c3ccccc3)no2)c1	5	0	-1	.	0	100	0	1.1	-11	13
5	O=C(CSc1ccccc1)Nc1ccc(S(=O)(=O)NCC2CCCO2)cc1 (centres undefined)	-3	0	-4	-10	-14	97	5	1.6	4	13
6	Cc1ccc(N(C(=O)c2cc3ccccc3oc2=O)C2C=CS(=O)(=O)C2)cc1 (centres undefined)	12	0	1	-4	3	98	-3	0.5	-3	-1
7	CCOc1ccc(-n2c(C)cc(C(=O)NS(=O)(=O)c3ccc(C)cc3)c2C)cc1	-3	0	-1	-17	-2	104	0	0.4	-5	23
8	CCCCCCCCCCCCCCCC(=O)OC(CC(=O)O)C[N+](C)(C)C (centres undefined)	-21	0	-5	-5	-1	94	-6	1.6	-25	6

(cont.)
#	SMILES	Cardio protect	Glyco luc inh	m5-HT2A agonist	CaV13 FRET inh	ABHD5-PLIN5 inh	ABCB6 inh MLPCN	Granule exo inh	MC4R barr agon	PDI turbidity	MC4R antag cAMP
9	CCOC(=O)CC1ON(C)C(=O)N1c1ccc([N+](=O)[O-])cc1 (centres undefined)	-13	0	4	-1	-5	89	-1	-2.1	5	1
10	C#CCOCCOCCOCCNc1nc(N2CCN(C(=O)Cn3cc(CCCCN)nn3)CC2)nc(N2CCN(C(=O)Cn3cc(CCCN=C(N)N)nn3)CC2)n1	5	0	4	-12	10	94	-8	-1.2	-3	4
11	CSc1c(C#N)c(N)c(C#N)c2c1COC(C)(C)C2	15	1	3	-7	-3	101	1	-0.2	-5	-2
12	O=C1C2C3C=CC(CC3)C2C(=O)N1/N=C/c1ccc(O)cc1 (centres undefined)	-8	0	6	-10	-9	102	1	-1.9	7	16
13	CCOc1ccccc1NC(=O)C(Sc1ccccc1)c1ccccc1 (centres undefined)	-23	-2	-2	.	-7	95	5	-2.1	4	17
14	Cn1cnnc1SCc1ccc(C(=O)N/N=C(/CCC(=O)O)c2ccc(C(C)(C)C)cc2)cc1	-2	-1	13	-5	0	104	0	-0.8	-8	9
15	COc1ccc2cc3c(N)nn(C(=O)c4cccc(F)c4)c3nc2c1	-6	-9	4	-18	5	94	-4	-1.2	0	-4
16	COc1ccccc1N1C(=O)c2cccc3c(Cl)ccc(c23)C1=O	-6	0	4	-26	1	98	-5	-1.1	-48	24

Next entries:
#	SMILES	Cardio protect	Glyco luc inh	m5-HT2A agonist	CaV13 FRET inh	ABHD5-PLIN5 inh	ABCB6 inh MLPCN	Granule exo inh	MC4R barr agon	PDI turbidity	MC4R antag cAMP
17	COC(=O)CCN1CCC2CC1c1cc(N3CCCCC3)ccc12 (centres undefined)	1	1	-1	.	-8	102	3	-0.6	-4	5
18	COc1ccc(-n2c(COc3ccccc3)nnc2SCc2ccc(C#N)cc2)cc1	1	-4	-6	-9	-1	51*	0	1.6	4	0
19	CC(C)Nc1nc(NC(C)C)nc(SCCOC(=O)Nc2ccc(Cl)cc2Cl)n1	3	0	-3	-5	-8	105	5	-0.1	-15	15
20	CNC(=S)N(CCc1c(C)[nH]c2ccccc12)Cc1ccco1	0	1	-3	2	6	96	-2	-1.3	7	15
21	CCOC(=O)C1=C(C)N=c2s/c(=C\c3cccc(OCC(=O)O)c3)c(=O)n2C1c1ccccc1OC (centres undefined)	-7	1	-6	-4	-10	96	1	1.6	-4	22
22	N#Cc1cnc2sc3ccccc3n2c1=N	-7	-2	-1	-5	-2	97	-3	-1.4	-4	0
23	Cn1c(=O)c2[nH]c(N=NN3CCCCC3)nc2n(C)c1=O	1	3	0	-6	-3	100	?	-2.5	6	-2
24	COc1cc(C(=O)OCCNC(=O)c2ccccc2)cc(OC)c1OC	1	4	0	-5	4	99	0	-2.1	-3	-1

More records follow.
#	SMILES	Cardio protect	Glyco luc inh	m5-HT2A agonist	CaV13 FRET inh	ABHD5-PLIN5 inh	ABCB6 inh MLPCN	Granule exo inh	MC4R barr agon	PDI turbidity	MC4R antag cAMP
25	CCOC(=O)C1=C(C)N=C2SCCC(=O)N2C1c1sccc1C (centres undefined)	21	1	-8	.	0	113	-1	-2.6	3	9
26	CN(C)C1(CNC(=O)C2CCN(S(=O)(=O)c3c(Cl)cccc3Cl)CC2)CCCCC1	3	-3	-14	-2	-2	96	4	-1.2	1	1
27	COc1ccc(OC)c(/C=N/NC(=O)CC2C(=O)NN=C2C)c1 (centres undefined)	6	1	4	-4	1	96	-3	2.0	-2	-3
28	COc1ccc(-c2noc(-c3ccccc3C(=O)NCc3ccco3)n2)cc1OC	28	0	-2	-3	13	94	-1	1.9	6	1
29	CC(C)[C@H](NC(=O)OC(C)(C)C)c1cc(C(=O)N[C@@H](C)c2ccccc2)c(N)s1	.	.	4	-9	-1	.	10	.	.	.
30	C/C(=N\Nc1nc(C)cc(-c2ccccc2)n1)c1ccccc1	-14	3	-5	-2	-6	102	-8	0.3	-2	15
31	CC(=O)O[C@@H]1C[C@H]2C(C)=C[C@H]3OC(=O)[C@@H](C)[C@H]3C[C@H]2[C@]1(C)O	10	3	2	-5	2	94	0	0.5	-6	2
32	COCc1ccc(C(=O)N2CCCC(N(C)Cc3ccccc3)C2)s1 (centres undefined)	0	-1	-5	-6	-2	101	0	-1.8	3	-2

(further entries)
#	SMILES	Cardio protect	Glyco luc inh	m5-HT2A agonist	CaV13 FRET inh	ABHD5-PLIN5 inh	ABCB6 inh MLPCN	Granule exo inh	MC4R barr agon	PDI turbidity	MC4R antag cAMP
33	CCCC(=O)Nc1ccc(-c2nc3cc(C)ccc3o2)cc1	-13	-14	6	-5	-2	93	5	-1.0	-2	1
34	O=C(CSc1ccc(-c2ccco2)nn1)NCc1ccccc1	4	1	0	-5	2	96	1	1.2	5	-5
35	O=C(Cn1c(=O)oc2cccnc21)Nc1ccc(C(F)(F)F)cc1	-5	4	1	-4	3	106	-14	-1.9	0	4
36	NC(=O)c1snnc1-c1ccccc1	7	-2	3	-21	6	103	-6	-2.2	2	2
37	O=C(Nc1nc2ccccc2s1)c1ccc(OCC2CCCO2)cc1 (centres undefined)	-19	-17	4	3	-1	92	4	2.5	-2	9
38	O=C(COc1ccc(F)cc1)N/N=C/c1cccc2cccnc12	54*	3	-4	.	-4	100	-6	-1.8	2	17
39	CC(C)=CC(=O)OCC(=O)Nc1cccc([N+](=O)[O-])c1	-3	0	0	-2	-5	99	-3	-2.0	5	-4
40	CCN(CC)S(=O)(=O)c1ccc2c(c1)N(CC(=O)NCC1CCCO1)C(=O)CO2 (centres undefined)	3	1	0	-6	1	97	-3	-3.2	-4	4

(next part)
#	SMILES	Cardio protect	Glyco luc inh	m5-HT2A agonist	CaV13 FRET inh	ABHD5-PLIN5 inh	ABCB6 inh MLPCN	Granule exo inh	MC4R barr agon	PDI turbidity	MC4R antag cAMP
41	CCN(CC)CC(C)CNC(=O)CC(C(=O)N1CCc2ccccc21)n1ccnc1 (centres undefined)	4	-1	-1	-3	4	114	-2	0.5	-4	1
42	Cc1onc(-c2ccccc2)c1C(=O)N1CCN(S(=O)(=O)c2ccc3c(c2)OCCO3)CC1	-2	3	9	-4	-2	100	-1	-0.8	0	-3
43	CCc1cccc(N(C(=O)c2csnn2)C(C(=O)NC(C)(C)C)c2ccncc2)c1 (centres undefined)	0	-1	3	-4	2	100	6	-0.9	1	8
44	COc1nc(OCC#N)nc(N2CCCCC2)n1	3	-3	3	0	-1	87	5	-1.6	0	-4
45	CCOc1ccccc1OCC(=O)Nc1ccc(OC)c(S(=O)(=O)N2CCCCC2)c1	8	1	-4	-4	6	95	-4	-0.6	0	-3
46	CNc1c(NS(=O)(=O)c2ccc(Cl)s2)c(=O)oc2ccccc12	12	-1	7	-3	-2	92	7	-1.9	-14	-2
47	O=C(N/N=C/c1ccc(O)cc1O)/C(=C/c1ccccc1)CCO	57*	0	-4	-4	0	92	-2	-1.5	-11	-5
48	CCCCN1C(=N)N([C@@H](C)CN2CCC[C@H]2CN2C(N)=NC[C@H]2CC(C)C)C[C@H]1Cc1ccccc1	2	1	-5	-10	15	95	-2	-0.9	-3	6

Further results follow:
#	SMILES	Cardio protect	Glyco luc inh	m5-HT2A agonist	CaV13 FRET inh	ABHD5-PLIN5 inh	ABCB6 inh MLPCN	Granule exo inh	MC4R barr agon	PDI turbidity	MC4R antag cAMP
49	CC1(C(=O)NCCc2ccccc2)Cc2c(-c3cccc(C(F)(F)F)c3)ccnc2O1 (centres undefined)	-3	10	-3	-4	4	97	8	-1.6	-2	-11
50	COCCNC(=O)c1onc(CSc2ccc(C(C)C)cc2)c1C(=O)O	-3	-1	0	-5	4	99	-6	0.0	6	7
51	CCN1CCN(C(CNS(=O)(=O)c2ccc(OC)cc2)c2cccnc2)CC1 (centres undefined)	-2	-3	15*	-4	5	98	-1	0.8	.	-7
52	Cc1ccc(NC(=S)N2CCC(c3nc4ccccc4s3)CC2)cc1C	-10	-2	4	-7	-2	93	-4	3.7	6	5
53	O=C(CCCCCN1C(=O)c2ccccc2C1=O)Nc1ccccc1F	2	6	0	-6	0	100	2	-1.1	-4	-1
54	O=C(Cc1ccc(NC(=O)C2CCN(C(=O)C3CCCC3)CC2)cc1)Nc1cccc(C(=O)N2CCCCC2)c1	-10	0	-4	-4	7	101	-4	-3.1	-5	-1
55	CC(=O)N1c2ccc(S(=O)(=O)N3CCC(C(=O)Nc4cc(C)cc(C)c4)CC3)cc2CC1C (centres undefined)	2	-1	-8	-7	-10	102	-13	-2.0	1	12
56	COC(=O)c1ccc(CSc2nc(C)nc3sc(C)c(C)c23)o1	14	2	2	-10	6	100	0	3.0	2	-6
